Compound activity: PubChem BioAssay, several laboratories
TROY signal inh: inhibitors of TROY-dependent NF-kB signaling; Q293 LMP1-TROYcd NF-kB luciferase reporter, 4 h; inhibition, % at 10 µM; 360,000 compounds, 0.98% hits; AID 1347056;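 active = compounds whose plate-normalised and pattern-corrected inhibition of the luciferase reporter signal at the single screening dose is 50% or more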
SRC2 inh: inhibits human steroid receptor coactivator 2; Q15596; HEK293 GAL4-SRC2 luciferase reporter, luminescence; inhibition, % at 9 µM; 370,000 compounds, 0.17% hits;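 active = inhibition above the mean inhibition of all tested compounds plus 3 SD, set per campaign, cut at about 52% in these data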;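 note: 0% = DMSO treated cells and 100% = cells given Gossypol at 36 µM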
TRAIL sens C8: caspase-8 TRAIL sensitization | 360,000 compounds, 1% hits | inhibition (viability loss, TRAIL sensitization), % at 10 µM | AID 624354 | NB7+C8 cells + TRAIL, ATPlite viability luminescence;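 active = compounds causing at least 50% loss of cell viability in the single-dose screen, relative to plate controls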
NR5A2 inv ag: suppresses constitutive activity of human LRH-1; HEK293T StAR-luciferase reporter, LRH-1 transfected, 24 h; inhibition, % at 3.6 µM; AID 602396; 360,000 compounds, 0.13% hits; O00482;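 active = inhibition above the mean inhibition of all tested compounds plus 3 SD, cut at about 73% in these data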;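 note: 0% = DMSO wells and 100% = reporter-only cells lacking LRH-1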
Target sequence (O00482 whole entry, looked up): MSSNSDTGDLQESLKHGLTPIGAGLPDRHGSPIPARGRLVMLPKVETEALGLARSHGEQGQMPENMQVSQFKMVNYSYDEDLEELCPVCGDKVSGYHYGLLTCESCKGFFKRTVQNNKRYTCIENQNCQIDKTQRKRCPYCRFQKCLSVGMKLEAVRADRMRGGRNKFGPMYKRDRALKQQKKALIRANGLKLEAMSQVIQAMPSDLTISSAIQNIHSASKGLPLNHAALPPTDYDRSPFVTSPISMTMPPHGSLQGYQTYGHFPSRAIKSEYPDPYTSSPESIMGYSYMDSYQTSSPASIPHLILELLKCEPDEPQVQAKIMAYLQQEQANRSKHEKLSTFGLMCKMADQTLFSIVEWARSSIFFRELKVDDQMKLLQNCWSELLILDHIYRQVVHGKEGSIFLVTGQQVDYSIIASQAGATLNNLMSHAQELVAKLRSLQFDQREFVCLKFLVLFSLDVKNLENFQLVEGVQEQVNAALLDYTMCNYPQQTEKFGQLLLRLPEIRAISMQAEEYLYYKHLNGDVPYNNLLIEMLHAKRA
LMP1 NFkB inh: inhibitors of Epstein-Barr LMP1-induced NF-kappaB reporter; 350,000 compounds, 0.69% hits; inhibition, % at 12.5 µM; AID 504558; LMP1-induced NF-kappaB luciferase reporter cells, luminescence; in the data active = inhibition above about 41%;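 note: 0% = neutral control wells and 100% = reference inhibitor control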
SRC3 inh: inhibitors of human steroid receptor coactivator 3 (SRC3) | HEK293 GAL4-SRC3 luciferase reporter, luminescence | inhibition, % at 3.6 µM | 360,000 compounds, 0.17% hits | AID 588352;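 active = inhibition above a per-campaign cutoff, the mean of all compounds plus 3 SD, cut at about 60% in these data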;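 note: 0% = DMSO-treated cells and 100% = gossypol-treated cells at 36 µM; higher means less SRC3-driven luciferase light from the GAL4 reporter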
NCOA1 inh: human NCOA1 inhibition. Q15788. HEK293 GAL4-SRC1 luciferase reporter, luminescence. inhibition, % at 3.6 µM. 360,000 compounds, 0.12% hits;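 active = inhibition above the campaign mean plus 3 SD, with each screening campaign given its own cutoff, cut at about 60% in these data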;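 note: 0% = DMSO treated cells and 100% = gossypol at 36 µM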
TLR9-MyD88 block: TLR9-MyD88 interaction inhibition; Q9NR96+Q99836; CHO BLA complementation TLR9-MyD88, CCF4 FRET ratio; inhibition, % at 4.98 µM; 340,000 compounds, 0.21% hits;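 active = inhibition above the mean over all tested compounds plus 3 SD, cut at about 21% in these data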;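 note: 0% = DMSO only wells and 100% = clavulanate BLA inhibitor control wells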
Vif imaging: blocks HIV Vif function. 340,000 compounds, 0.35% hits. HEK293T cells, Vif self-association by quenched fluorescence, imaging, 24 h. inhibition, % at 7.49 µM; in the data active = inhibition above about 50%, passing the limit was not always enough; note: some results filed as inactive read as strong as hits
NOD2 RIPK2 PPI: NOD2-RIPK2 protein interaction inhibition. O43353. CHO BLA complementation NOD2-RIPK2, CCF4 ratio. inhibition, % at 4.98 µM. 360,000 compounds, 0.38% hits; in the data active = inhibition above about 21%;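 note: 0% = vehicle only and 100% = reference blocker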
Target sequence (O43353 whole entry, looked up): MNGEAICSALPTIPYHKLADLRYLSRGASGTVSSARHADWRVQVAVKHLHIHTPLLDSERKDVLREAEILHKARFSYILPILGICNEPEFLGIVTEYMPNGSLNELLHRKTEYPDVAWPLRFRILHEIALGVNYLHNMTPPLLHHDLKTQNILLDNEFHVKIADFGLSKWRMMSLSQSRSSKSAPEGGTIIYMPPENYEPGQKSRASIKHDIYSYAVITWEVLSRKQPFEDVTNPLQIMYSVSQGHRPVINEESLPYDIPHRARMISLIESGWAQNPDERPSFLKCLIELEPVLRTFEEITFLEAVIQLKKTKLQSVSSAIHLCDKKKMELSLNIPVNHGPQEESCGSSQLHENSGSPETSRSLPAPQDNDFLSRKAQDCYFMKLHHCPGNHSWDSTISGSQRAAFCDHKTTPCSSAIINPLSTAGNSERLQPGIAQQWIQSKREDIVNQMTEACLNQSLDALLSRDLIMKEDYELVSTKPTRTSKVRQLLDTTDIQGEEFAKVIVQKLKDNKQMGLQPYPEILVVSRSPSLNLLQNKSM
NR2F2 inh: blocks human COUP-TFII nuclear receptor; P24468; HEK293T NGFI-A luciferase reporter, luminescence; inhibition, % at 8.6 µM; 370,000 compounds, 0.7% hits;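 active = inhibition above a per-plate cutoff, mean inhibition of test wells between control levels plus 3 SD, cut at about 38% in these data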;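 note: cells cotransfected with COUP-TFII expression vector driving the NGFI-A reporter; 0% = median of COUP-TF2 test wells and 100% = reporter-only cells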
* marks the source's active call; other numbers are inactive results; . = not tested or not shown. These rows are one share of the data; rates above refer to the full screens.

SMILES	TROY signal inh	SRC2 inh	TRAIL sens C8	NR5A2 inv ag	LMP1 NFkB inh	SRC3 inh	NCOA1 inh	TLR9-MyD88 block	Vif imaging	NOD2 RIPK2 PPI	NR2F2 inh
COC(C/C=C\[C@H](O)COCc1ccccc1)OC	-9	12	17	2	-1	4	-8	-10	.	-4	-10
O=C(NC1CCSc2ccccc21)c1cccc(Br)c1 (stereo unspecified)	8	-21	10	-25	-6	-12	-6	-10	-13	7	-3
O=C(O)c1cc(-c2ccc(/C=C3/SC(=S)N(Cc4ccccc4)C3=O)o2)ccc1Cl	52*	-43	8	10	8	9	14	0	6	4	3
COc1ccc(C(=O)NCc2ccc(N3CCN(C)CC3)cc2)cc1	-12	2	3	-10	3	-8	-22	-3	-5	-9	9
COc1ccc(CCNC(=O)CCn2c(=O)c3ccccc3n(CC(=O)NCC3CCCO3)c2=O)cc1OC (stereo unspecified)	10	3	14	-4	-3	-19	-13	-5	12	-4	25
Cc1ccccc1CSc1nnc(CCCCCNC(=O)OC(C)(C)C)o1	9	13	-14	-16	.	20	-30	.	-5	7	-1
Cc1ccc(C2=NN(C(=O)CCCC(=O)O)C(c3ccc4c(c3)OCO4)C2)cc1 (stereo unspecified)	7	-5	-4	1	-7	4	1	-3	-1	-7	10
COc1ccccc1-c1nnc(NC(=O)CCS(=O)(=O)c2ccccc2)o1	-6	-13	-16	-27	11	17	-24	-3	4	3	10
CN(C)/C(CN1CCN(C=O)CC1)=C1\N=C(c2ccccc2)OC1=O	-11	-1	-8	8	5	-1	-10	-1	-2	-1	11
N#Cc1cc2cc3c(cc2nc1SCC(=O)N1CCCC1)OCCO3	51*	.	-12	-24	-32	-51	-20	11	19	-13	.

The list goes on, overlapping the part above by four compounds.
SMILES	TROY signal inh	SRC2 inh	TRAIL sens C8	NR5A2 inv ag	LMP1 NFkB inh	SRC3 inh	NCOA1 inh	TLR9-MyD88 block	Vif imaging	NOD2 RIPK2 PPI	NR2F2 inh
Cc1ccc(C2=NN(C(=O)CCCC(=O)O)C(c3ccc4c(c3)OCO4)C2)cc1 (stereo unspecified)	7	-5	-4	1	-7	4	1	-3	-1	-7	10
COc1ccccc1-c1nnc(NC(=O)CCS(=O)(=O)c2ccccc2)o1	-6	-13	-16	-27	11	17	-24	-3	4	3	10
CN(C)/C(CN1CCN(C=O)CC1)=C1\N=C(c2ccccc2)OC1=O	-11	-1	-8	8	5	-1	-10	-1	-2	-1	11
N#Cc1cc2cc3c(cc2nc1SCC(=O)N1CCCC1)OCCO3	51*	.	-12	-24	-32	-51	-20	11	19	-13	.
COc1ccc(NC(=O)CN2C(=O)CSc3ccc(S(=O)(=O)N4CCCC4)cc32)cc1OC	20	-12	4	-9	4	-25	-1	2	1	0	-1
CCc1cccc(CC)c1N1C(=O)COCC1=O	16	-20	-6	8	0	-20	2	-7	-5	-2	6
Cc1ccc(NC(=O)CN2C(=O)C3CC=CCC3C2=O)cc1S(=O)(=O)N1CCOCC1 (stereo unspecified)	2	-4	-4	2	2	19	12	1	-3	7	16
O=C(c1ccccc1NS(=O)(=O)c1ccc(F)cc1)N1CCOCC1	-9	-4	1	12	-10	-7	14	4	0	3	-2
CCOC(=O)CNc1c(-c2ccc(F)cc2)nc2cnccn12	-11	17	-9	14	-3	-28	1	24*	14	16	1
O=C(O)CCN1C(=O)c2ccc(NC(=O)C(c3ccccc3)c3ccccc3)cc2C1=O	2	11	-12	0	10	21	2	0	14	-1	-8
CC(=O)Nc1ccc(NS(=O)(=O)C(F)(F)F)cc1	-2	8	-19	5	3	8	-6	-4	3	-4	4
Cc1ccc(NC(=O)[C@@H]2CCCN2S(=O)(=O)c2ccc(Cl)cc2)cc1	8	-9	-6	3	0	15	-1	-4	4	1	10
O=C1/C(=C/c2ccc(F)cc2)CCC1C1CCCC1 (stereo unspecified)	-20	-14	3	6	-6	-42	-54	-12	-4	1	3
CCCCN1C(=O)/C(=C(/C#N)C(=O)N2CCCC2)c2ccccc21	0	5	3	4	1	11	7	9	4	8	4
CC(=O)NC(CC(=O)OCC(=O)c1cc(C)ccc1C)c1ccccc1 (stereo unspecified)	6	-7	-18	5	11	18	-16	3	10	-11	-6
COc1ccc(S(=O)(=O)Cc2ccc(C(=O)N3CCN(c4cc(C)ccc4C)CC3)o2)cc1	2	14	-16	-24	0	12	-10	-5	1	-2	-3
NC(=O)C1CCN(C(=O)c2ccc(NS(=O)(=O)c3ccc(F)cc3)cc2)CC1	-6	-16	-3	10	3	-4	-11	0	4	-1	3
CSc1nsc(/C=C/Nc2ccc(Cl)cc2)c1C#N	6	2	-11	22	-23	0	-34	-2	-5	-11	-3
CCCCC(=O)Nc1cccc(NC(=S)NC(=O)Cc2ccccc2)c1	10	9	8	1	2	14	1	5	-3	-5	18
COc1c(Cl)cc(Cl)cc1CNCc1ccccc1	5	10	-1	-13	10	13	10	2	-1	-5	-5
COc1ccc(NC(=O)c2cccc(N3C(=O)C4C5C=CC(C5)C4C3=O)c2)cc1Cl (stereo unspecified)	7	12	17	12	4	3	0	-3	20	-4	14
CCOC(CNC(=O)c1ccc(N2CCc3ccccc32)c([N+](=O)[O-])c1)OCC	33	7	1	-1	17	13	9	-10	-25	-5	6
COc1cc(CN(C(=O)c2ccco2)c2ccc(C)cc2)ccc1O	3	18	-10	-11	-9	13	-15	2	4	3	5
COc1ccc2oc(=O)c(C(=O)N3CCN(c4ccccc4C)CC3)cc2c1	-24	-64	13	-126	-27	-78	-68	-9	8	-27	-31
COc1cc(C(=O)N/N=C/c2cc([N+](=O)[O-])cs2)cc(OC)c1OC	-21	-5	-8	23	7	20	-7	3	-4	7	-53
Clc1cccc(-c2sc(Nc3ccccc3)n[n+]2-c2ccccc2)c1Cl	-9	-29	-5	4	-1	-22	-37	0	-4	1	11
CCCn1nc2cc(C(=O)NCCCCc3ccccc3)ccc2c1OCC	12	-14	4	8	-1	1	-2	-1	-2	0	4
O=C(/C=C/Nc1ccc(S(=O)(=O)Nc2cnc3ccccc3n2)cc1)c1ccccc1	-9	-60	18	-5	-8	-19	6	0	-7	-6	7
COc1cc(-c2nc(S(=O)(=O)c3ccc(Cl)cc3)c(N3CCOCC3)o2)cc(OC)c1OC	3	1	-2	5	0	12	2	5	1	-4	11
NC(=O)C[n+]1cccc(C(N)=O)c1	-14	-3	1	15	1	16	-5	-8	.	-15	7
O=c1[nH]c(C2CCN(S(=O)(=O)c3ccccc3C(F)(F)F)CC2)nc2c1nnn2Cc1cccc(F)c1	44	2	-24	-5	9	-12	-20	-5	18	4	17
Cc1ccc(C(=O)COc2ncnc3cc(Cl)ccc23)cc1	-79	-29	8	7	.	-35	-23	.	15	4	-11
Cn1cccc1C(=O)NCC1CCCCC1	-10	-14	-16	-7	7	-18	3	-4	-3	-16	3
CCOC(=O)Cn1nc(CC)c2ccccc2c1=O	-7	1	-3	-13	6	14	-4	2	12	7	-16
Cc1cc(C)c(NC(=O)CNC(=O)c2cc(C3CC3)nc3c2cnn3C(C)C)c(C)c1	-13	11	9	0	1	1	3	-1	1	-1	-15
COc1ccc(OC)c(NC2=NC3(CCCCC3)N=C(N)N2)c1	18	16	8	-15	2	-31	-10	0	19	-9	-12
C=C(C)c1cccc(C(C)(C)NC(=O)N2CCN(c3ccccc3)CC2)c1	-2	-2	-11	-6	-9	8	0	-6	-16	-8	-3
CC(C)c1nc2ccc(NC(=O)C34CC5CC(CC(C5)C3)C4)cc2[nH]1	-12	-58	21	-17	-14	-21	-18	-12	0	5	-11
Cc1ccc(C(=O)c2coc3c2C(=O)C(=O)c2ccccc2-3)cc1	-3	-26	-5	-98	-5	-80	-87	5	-1	-6	-27
CCS(=O)(=O)n1nc(-c2ccccc2)nc1SC	-76	-11	1	-31	-9	-21	-35	-6	-2	-5	-13
COc1ccc(/C=C/C(=O)OCC(=O)c2c(N)n(C)c(=O)n(C)c2=O)cc1	5	-15	-10	16	1	6	-15	0	0	-16	-3
COc1ccccc1/C=C(/NC(=O)c1ccccc1)C(=O)NCCN1CCOCC1	-9	7	-16	1	0	-12	-15	2	-3	-1	-6
S=C1CC2CCCC(C2)N1 (stereo unspecified)	2	2	14	5	8	3	8	-1	0	-4	12
COc1ccc(C2(C(=O)Nc3cc(C)on3)CCOCC2)cc1	-5	1	-13	10	-8	-6	7	-17	17	-3	12
O=C(NC1CCCC1)c1cc(-c2ccc(Cl)cc2)on1	-7	-22	-10	-93	-29	-81	-104	2	-1	17	-61
COc1ccc(S(=O)(=O)Nc2nc3ccccc3nc2NCC2CCCO2)cc1 (stereo unspecified)	-14	-1	-8	16	-3	16	-15	-3	1	-3	11
c1cc(-c2ccc3[nH]ccc3c2)n2ccnc2c1	-25	-58	17	-8	.	-16	-28	.	-6	-11	-35
COc1cc2c(cc1OC)C(c1ccccc1)N(C(=O)CSCC(=O)O)CC2 (stereo unspecified)	-8	-2	-3	-8	-5	8	-6	-7	-2	-8	-2
Cc1ccc(/C=N/NC(=O)c2cc3c(ccc4ccccc43)o2)cc1[N+](=O)[O-]	15	-31	2	-7	4	-4	-7	0	4	-1	7
Cc1cc2nc(-c3ccc(SCC(=O)Nc4nccs4)nc3)[nH]c2cc1C	-22	-42	59*	-72	-11	-115	-132	2	7	-8	-41
CC1=C(C)CC(C(=O)NCc2ccc3c(c2)OCO3)C(C(=O)O)C1 (stereo unspecified)	-42	-5	-11	-2	9	5	1	-5	.	0	-4
CC1(C(=O)NS(=O)(=O)c2ccccc2Cl)CCN1C(=O)CC1CCCCC1 (stereo unspecified)	0	-5	-11	12	.	-9	-22	.	-3	-7	3
COC(=O)C(Cc1c[nH]c2ccccc12)NC(=O)c1cc(-c2ccc(OC)c(OC)c2)oc1C (stereo unspecified)	10	-7	-10	-10	-4	10	-5	-9	-10	-14	4
CN(C)CCCN(C(=O)/C=C/c1cccs1)c1nc2c(F)cccc2s1	5	-22	55*	10	-4	26	13	-5	7	1	-10

(next part)
SMILES	TROY signal inh	SRC2 inh	TRAIL sens C8	NR5A2 inv ag	LMP1 NFkB inh	SRC3 inh	NCOA1 inh	TLR9-MyD88 block	Vif imaging	NOD2 RIPK2 PPI	NR2F2 inh
COc1ccc(CC2(CO)CCN(S(=O)(=O)c3sccc3C)CC2)cc1	13	5	-1	-19	7	-40	-12	-9	7	-4	14
CN(CCc1ccccn1)C(=O)CCC1CCCN(C(=O)c2cccc(N(C)C)c2)C1 (stereo unspecified)	1	5	1	-10	1	-8	-9	-3	0	-1	-26
CCOC(=O)c1c(C)c(C(=O)NCc2cccs2)c(C)n1CC	9	-21	-3	0	1	-7	15	10	16	-1	8
O=C(CN1CCN(S(=O)(=O)c2ccc(Br)cc2)CC1)N/N=C/c1cccs1	-20	2	-15	-11	3	-3	1	2	5	-4	1
O=C(c1cc(F)ccc1F)C1CCCN(C(=O)c2cccs2)C1 (stereo unspecified)	-7	-12	-5	-3	3	16	-11	1	-2	0	-13
CC(=O)C1=C(C)NC(SCC(=O)c2ccc(Cl)c(Cl)c2)=C(C#N)C1c1ccco1 (stereo unspecified)	-4	14	-2	-1	5	2	6	21*	82*	4	-4
Cc1ccc(S(=O)(=O)CCC(=O)OCC(=O)NC(=O)c2ccccc2)cc1	-7	-6	2	12	-1	-32	8	1	5	1	-15
